IDE cell activ – human IDE activators in live cells, primary screen, fluorescence polarization, HEK cells, FAbeta-B substrate | activation, % at 5.96 µM | FAbeta-B cleavage; 0% vehicle, 100% cell-free pure enzyme wells | Insulin-degrading enzyme (Homo sapiens), P14735 | AID 493087, 2011 | hit rate 0.073% among 340,000;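 active = activation above the mean of all tested compounds plus 3 SD, set per screening campaign, cut at about 17% in these data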
MEKK2mut PB1 HTS – MEK5 binding signal on mutant MEKK2 PB1, primary screen, biochemical, multiplex bead flow cytometry, Alexa488-MEK5; Alexa488-MEK5 binding to MEKK2 mutant; percent response, % at 10 µM; hit rate 0.35% among 290,000; AID 1530, 2009; in the data active = percent response above about 24%, passing the limit was not always enough; also: inactives centre near 1; some results filed as inactive read as strong as hits; reference of the scale not given here
IDE cell inh – human IDE inhibitors in live cells, primary screen, fluorescence polarization, HEK cells, FAbetaB substrate; Insulin-degrading enzyme (Homo sapiens), P14735; FAbetaB cleavage; inhibition, % at 5.59 µM; hit rate 0.41% among 320,000; AID 434962, 2010;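 active = percent inhibition above the average of all tested compounds plus 3 SD, set per screening campaign, cut at about 16% in these data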;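 also: IDE supplied by intact live HEK cells; FP after avidin binding of uncleaved biotin substrate so inhibition keeps polarization high; 0% = DMSO wells and 100% = 60 µM reference IDE inhibitor Ii1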
pCIP destab – p/CIP-EGFP fusion destabilizers, primary screen, fluorescence, F442A cells. Q05BA5. 16 h. decrease of EGFP signal, % at 10 µM. hit rate 0.01% among 290,000;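 active = EGFP signal decrease of at least 30% at 10 µM or well 3 SD below plate mean, unless failing retest; inactive = the rest, including hits failing retest or dose response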; also: some compounds called inactive have numbers as strong as hits; many of its hits are not listed in these tables
Target sequence (Q05BA5 1-1403): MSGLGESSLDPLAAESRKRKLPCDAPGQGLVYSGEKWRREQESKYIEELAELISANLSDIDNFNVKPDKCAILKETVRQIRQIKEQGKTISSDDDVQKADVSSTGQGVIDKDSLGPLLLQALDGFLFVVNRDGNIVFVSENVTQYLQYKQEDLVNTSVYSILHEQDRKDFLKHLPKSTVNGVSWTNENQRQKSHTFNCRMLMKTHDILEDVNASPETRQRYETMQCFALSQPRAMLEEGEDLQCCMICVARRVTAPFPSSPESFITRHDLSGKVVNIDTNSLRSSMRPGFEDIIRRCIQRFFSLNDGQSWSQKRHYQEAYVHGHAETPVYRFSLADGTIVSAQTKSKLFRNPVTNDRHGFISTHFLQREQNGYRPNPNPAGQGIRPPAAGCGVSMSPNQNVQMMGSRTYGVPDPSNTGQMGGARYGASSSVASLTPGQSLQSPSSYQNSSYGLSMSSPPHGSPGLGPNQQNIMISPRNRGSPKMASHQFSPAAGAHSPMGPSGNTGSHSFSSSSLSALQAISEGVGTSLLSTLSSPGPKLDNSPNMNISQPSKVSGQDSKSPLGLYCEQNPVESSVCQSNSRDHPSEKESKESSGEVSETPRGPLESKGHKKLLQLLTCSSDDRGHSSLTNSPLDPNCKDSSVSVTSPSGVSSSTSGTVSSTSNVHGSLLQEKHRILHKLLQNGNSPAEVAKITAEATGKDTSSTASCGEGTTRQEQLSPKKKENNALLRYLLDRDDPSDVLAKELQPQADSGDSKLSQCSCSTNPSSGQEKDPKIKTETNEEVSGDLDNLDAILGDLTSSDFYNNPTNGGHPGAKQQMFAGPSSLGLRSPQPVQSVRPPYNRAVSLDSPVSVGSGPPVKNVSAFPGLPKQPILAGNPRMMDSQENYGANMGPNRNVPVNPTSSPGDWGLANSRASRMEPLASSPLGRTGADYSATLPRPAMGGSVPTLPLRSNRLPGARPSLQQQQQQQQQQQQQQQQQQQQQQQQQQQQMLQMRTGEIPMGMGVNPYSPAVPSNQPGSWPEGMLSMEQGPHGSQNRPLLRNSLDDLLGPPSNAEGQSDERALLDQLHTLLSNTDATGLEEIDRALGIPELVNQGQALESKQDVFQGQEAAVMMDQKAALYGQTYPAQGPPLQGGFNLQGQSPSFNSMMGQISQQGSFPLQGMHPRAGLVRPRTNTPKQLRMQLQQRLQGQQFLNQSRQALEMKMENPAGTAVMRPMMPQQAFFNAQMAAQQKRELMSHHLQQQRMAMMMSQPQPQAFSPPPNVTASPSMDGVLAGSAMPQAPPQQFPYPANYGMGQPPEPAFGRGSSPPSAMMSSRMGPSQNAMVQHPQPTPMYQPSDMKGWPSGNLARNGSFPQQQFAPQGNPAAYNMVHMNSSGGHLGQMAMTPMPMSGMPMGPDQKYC
MEKK2wt PB1 HTS – modulators of MEK5 binding to wildtype MEKK2, primary screen, biochemical, multiplex bead flow cytometry, Alexa488-MEK5. Mitogen-activated protein kinase kinase kinase 2 (Homo sapiens), Q9Y2U5. Alexa488-MEK5 binding to MEKK2 WT; actives lie on both sides. binding response (% of control), % at 10 µM. hit rate 1.1% among 290,000; in the data active = binding response below about 67% or above about 130%
PfM18AAP inh – PfM18AAP inhibitors, malaria aminopeptidase, primary screen, biochemical, QFRET, recombinant enzyme | H-Glu-NHMec fluorogenic cleavage | M18 aspartyl aminopeptidase (Plasmodium falciparum 3D7) | hit rate 1.2% among 290,000 | inhibition, % at 7.35 µM;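 active = inhibition above the campaign mean inhibition over all tested compounds plus 3 SD, cut at about 28% in these data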;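 also: 0% = plate median of test compound wells and 100% = 2 mM ZnCl2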
MEKK3 PB1 HTS – modulators of MEKK3-MEK5 PB1 binding, primary screen, biochemical, wildtype MEKK3, multiplex bead flow cytometry, Alexa488-MEK5. Mitogen-activated protein kinase kinase kinase 3 (Homo sapiens), Q99759. bead-based flow cytometry, Alexa488-MEK5 binding to MEKK3; actives lie on both sides; 0 = blocked by unlabeled MEK5, 100 = vehicle. binding response (% of control), % at 10 µM. hit rate 1.4% among 290,000. AID 1529, 2009;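 active = binding response more than 3 SD above or below the average of its plate-row segment, actives on both sides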;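 also: Alexa488 bead fluorescence after subtracting the streptavidin-only scavenger bead signal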
NALP1 inh – NALP1 inflammasome inhibitors in reconstituted yeast, colorimetric, S. cerevisiae, triplicate retest; inhibition, % at 10 µM; S. cerevisiae NALP1/ASC/caspase-1 growth, X-gal OD620, 72 h; hit rate 0.61% among 280,000; in the data active = inhibition mostly above about 24%, no sharp cut-off; inactive = mostly below about 32%; also: some compounds called inactive have numbers as strong as hits
UBC9 SUMO inh – inhibitors of in vitro SUMOylation cascade, primary screen, biochemical, HTRF, uHTS; HTRF SUMOylation assay, SAE1/SAE2 + UBC9; inhibition, % at 35 µM; hit rate 0.36% among 290,000; AID 2006, 2009; in the data active = inhibition above about 50%, passing the limit was not always enough; also: strong numbers were not always called active
Starred values were filed as active, the others as inactive; . = no result given.

SMILES	IDE cell activ	MEKK2mut PB1 HTS	IDE cell inh	pCIP destab	MEKK2wt PB1 HTS	PfM18AAP inh	MEKK3 PB1 HTS	NALP1 inh	UBC9 SUMO inh
CC(=O)Nc1ccc(OCc2ccc(S(=O)(=O)Cc3ccccc3)cc2)cc1	-2.2	-1.0	-0.4	1.7	98.0	-0.3	98.0	4.2	14.7
CC(C)OC(=O)c1nnc(Cc2ccc(F)cc2)o1	1.0	1.0	0.5	-8.6	100.0	.	101.0	7.0	21.0
Cc1c(-c2cccs2)[n+](=O)c2c(n1[O-])CCC2	0.6	4.0	-1.4	-1.3	112.0	-3.4	109.0	15.8	7.0
COc1ccc(-c2cc(C(F)(F)F)nc(SCc3cccc(C(=O)O)c3)n2)cc1	8.1	-16.0	5.7	-10.2	76.0	-7.8	71.0	9.0	22.9
O=C(Nc1cccnc1)c1ccc(S(=O)(=O)c2ccccc2)cc1	4.2	1.0	5.7	-9.8	102.0	-5.9	103.0	-10.8	0.9
CN(C)S(=O)(=O)c1ccc(C(=O)Nc2ccn(C)n2)cc1	0.4	2.0	7.0	15.5	99.0	5.3	101.0	-4.0	-10.3
O=C(O)C1C2C=CC(O2)C1C(=O)NCCc1cccc(Cl)c1 (stereo not drawn)	-2.1	-1.0	5.9	0.8	106.0	-3.5	112.0	2.7	14.1
CSc1nccn1CC(=O)Nc1ccc(F)cc1	1.8	1.0	3.0	3.9	100.0	4.4	102.0	-9.2	-3.2
O=C(CNC(=O)Cn1ccc2ccccc2c1=O)NCCCN1CCCCCC1	5.1	2.0	4.5	3.0	117.0	-1.4	101.0	16.0	4.4
C=CCN(C(=O)CCC(=O)Nc1cc(C)on1)C(C(=O)NC1CCCC1)c1cccnc1 (stereo not drawn)	6.8	5.0	1.0	-5.0	112.0	-8.8	109.0	2.3	22.3
CC(C)CNS(=O)(=O)c1ccc(CCC(=O)Nc2ccc3c(c2)OCCO3)cc1	2.3	6.0	-1.7	3.6	103.0	1.0	101.0	9.6	-4.0
Cc1ccc2nc(N3C(=O)C(O)=C(C(=O)c4ccco4)C3c3cccc(O)c3)sc2c1 (stereo not drawn)	3.8	-3.0	-3.8	-2.4	95.0	16.7	99.0	-19.3	-5.4
Cc1cc(C)cc(NC(=O)Cc2ccc(NC3=NC4CS(=O)(=O)CC4S3)cc2)c1 (stereo not drawn)	-14.4	-1.0	9.2	0.5	97.0	-0.1	100.0	5.4	5.8
CC(C)c1ccccc1-n1c(SCc2cc(=O)oc3ccc4ccccc4c23)nnc1-c1cccnc1	-59.0	8.0	23.7*	-17.2	104.0	2.9	103.0	14.1	2.6
CSCCC(NC(N)=O)C(=O)Nc1ccc2ccccc2c1 (stereo not drawn)	4.6	-6.0	-3.2	-13.7	95.0	-3.9	97.0	8.1	9.5

Part of the list above, with values under each structure:
Second line of a record: IDE cell activ | MEKK2mut PB1 HTS | IDE cell inh | pCIP destab | MEKK2wt PB1 HTS | PfM18AAP inh | MEKK3 PB1 HTS | NALP1 inh | UBC9 SUMO inh
CC(=O)Nc1ccc(OCc2ccc(S(=O)(=O)Cc3ccccc3)cc2)cc1
 : -2.2 | -1.0 | -0.4 | 1.7 | 98.0 | -0.3 | 98.0 | 4.2 | 14.7
CC(C)OC(=O)c1nnc(Cc2ccc(F)cc2)o1
 : 1.0 | 1.0 | 0.5 | -8.6 | 100.0 | . | 101.0 | 7.0 | 21.0
Cc1c(-c2cccs2)[n+](=O)c2c(n1[O-])CCC2
 : 0.6 | 4.0 | -1.4 | -1.3 | 112.0 | -3.4 | 109.0 | 15.8 | 7.0
COc1ccc(-c2cc(C(F)(F)F)nc(SCc3cccc(C(=O)O)c3)n2)cc1
 : 8.1 | -16.0 | 5.7 | -10.2 | 76.0 | -7.8 | 71.0 | 9.0 | 22.9
O=C(Nc1cccnc1)c1ccc(S(=O)(=O)c2ccccc2)cc1
 : 4.2 | 1.0 | 5.7 | -9.8 | 102.0 | -5.9 | 103.0 | -10.8 | 0.9
CN(C)S(=O)(=O)c1ccc(C(=O)Nc2ccn(C)n2)cc1
 : 0.4 | 2.0 | 7.0 | 15.5 | 99.0 | 5.3 | 101.0 | -4.0 | -10.3
O=C(O)C1C2C=CC(O2)C1C(=O)NCCc1cccc(Cl)c1 (stereo not drawn)
 : -2.1 | -1.0 | 5.9 | 0.8 | 106.0 | -3.5 | 112.0 | 2.7 | 14.1
CSc1nccn1CC(=O)Nc1ccc(F)cc1
 : 1.8 | 1.0 | 3.0 | 3.9 | 100.0 | 4.4 | 102.0 | -9.2 | -3.2
O=C(CNC(=O)Cn1ccc2ccccc2c1=O)NCCCN1CCCCCC1
 : 5.1 | 2.0 | 4.5 | 3.0 | 117.0 | -1.4 | 101.0 | 16.0 | 4.4

Remaining list, next part
SMILES	IDE cell activ	MEKK2mut PB1 HTS	IDE cell inh	pCIP destab	MEKK2wt PB1 HTS	PfM18AAP inh	MEKK3 PB1 HTS	NALP1 inh	UBC9 SUMO inh
COc1ccc(C2CC(=O)N(CC(=O)NCC3CCCO3)c3ccccc3S2)cc1 (stereo not drawn)	1.6	-7.0	-4.1	-6.6	97.0	-3.0	105.0	13.4	18.0
CSc1nsc(SCC(=O)N2CCN(c3ccccc3)CC2)n1	7.1	0.0	5.5	-7.2	106.0	-2.9	103.0	4.9	8.4
Cc1ccsc1/C=C1/SC(=O)N(CC(=O)N2CCOCC2)C1=O	-1.2	7.0	5.7	-11.9	106.0	1.5	104.0	2.8	10.6
CC(C)(C)SCCNS(=O)(=O)c1ccc(F)cc1	-1.5	5.0	-1.5	-2.6	106.0	3.3	106.0	20.8	18.7
Cc1sc2nc(SCC(=O)NCc3ccco3)n(C)c(=O)c2c1C	6.2	8.0	3.3	-5.0	107.0	4.7	105.0	-17.2	-5.6
O=C(Cn1nnc(-c2ccccc2NC(=O)c2ccccc2F)n1)NCc1ccco1	2.2	4.0	5.0	2.0	107.0	2.1	103.0	-4.1	29.3
Cc1ccc(N(CC(=O)Nc2c(C)cccc2C)S(C)(=O)=O)cc1	-1.7	5.0	-0.6	-9.8	104.0	0.9	104.0	14.6	10.3
COc1ccc(OCCCSc2ncccn2)cc1	5.3	5.0	2.4	-8.1	105.0	4.5	103.0	16.5	15.5
CCC(CC)C(=O)Nc1cccc(C(=O)N2CCCCCC2)c1	-0.7	-3.0	-0.7	6.6	92.0	-2.7	92.0	6.6	11.2
O=C(CN(C(=O)c1csnn1)c1ccccc1)NCCc1ccccc1	5.7	4.0	0.5	4.5	102.0	3.4	99.0	-12.4	-4.7

IDE cell inh: hit marks shown above.
SMILES	IDE cell activ	MEKK2mut PB1 HTS	IDE cell inh	pCIP destab	MEKK2wt PB1 HTS	PfM18AAP inh	MEKK3 PB1 HTS	NALP1 inh	UBC9 SUMO inh
CC(C)c1ccccc1-n1c(SCc2cc(=O)oc3ccc4ccccc4c23)nnc1-c1cccnc1	-59.0	8.0	23.7*	-17.2	104.0	2.9	103.0	14.1	2.6

Bioassay records from PubChem BioAssay.

This is a subset; count on the stated rates, not on these rows.
